FBW7 activator – human FBW7 E3 ligase activation, primary screen | Q969H0 | AlphaScreen FBW7–phospho-cyclin E peptide binding, activator screen | normalized activity (activation), % at 26.1 µM | 0.13% of 650,000 active; in the data active = normalized activity above about 1.9%;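 note: purified mutant Fbw7 with reduced substrate affinity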
MITF primary – blocks human microphthalmia-associated transcription factor; inhibition, % at 2.6 µM; 0.91% of 650,000 active; AID 1259374; O75030; AlphaScreen MITF homodimerization, bead proximity signal; in the data active = inhibition above about 50%;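 note: 0% = vehicle wells with protein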
Target sequence (O75030 whole entry, looked up): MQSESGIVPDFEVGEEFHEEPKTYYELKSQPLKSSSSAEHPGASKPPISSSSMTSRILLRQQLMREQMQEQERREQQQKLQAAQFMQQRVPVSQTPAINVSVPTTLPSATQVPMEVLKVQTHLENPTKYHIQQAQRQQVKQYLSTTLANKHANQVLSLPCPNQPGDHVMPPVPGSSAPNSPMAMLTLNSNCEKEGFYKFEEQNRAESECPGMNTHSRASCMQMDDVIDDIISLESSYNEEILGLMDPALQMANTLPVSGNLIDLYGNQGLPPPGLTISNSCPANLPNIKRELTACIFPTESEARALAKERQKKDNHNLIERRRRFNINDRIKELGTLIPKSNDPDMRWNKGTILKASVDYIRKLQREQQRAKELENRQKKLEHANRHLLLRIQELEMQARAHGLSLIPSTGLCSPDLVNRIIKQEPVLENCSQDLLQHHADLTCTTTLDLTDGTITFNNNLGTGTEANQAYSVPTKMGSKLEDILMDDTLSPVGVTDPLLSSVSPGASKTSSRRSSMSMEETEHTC
GPR151 ag – activators of human GPR151; activation, % at 11.2 µM; PathHunter beta-arrestin GPR151 cells, luminescence; Q8TDV0; 1% of 650,000 active; in the data active = activation above about 4.9%;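 note: 0% = median of compound wells and 100% = cells with positive control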
Target sequence (Q8TDV0 whole entry, looked up): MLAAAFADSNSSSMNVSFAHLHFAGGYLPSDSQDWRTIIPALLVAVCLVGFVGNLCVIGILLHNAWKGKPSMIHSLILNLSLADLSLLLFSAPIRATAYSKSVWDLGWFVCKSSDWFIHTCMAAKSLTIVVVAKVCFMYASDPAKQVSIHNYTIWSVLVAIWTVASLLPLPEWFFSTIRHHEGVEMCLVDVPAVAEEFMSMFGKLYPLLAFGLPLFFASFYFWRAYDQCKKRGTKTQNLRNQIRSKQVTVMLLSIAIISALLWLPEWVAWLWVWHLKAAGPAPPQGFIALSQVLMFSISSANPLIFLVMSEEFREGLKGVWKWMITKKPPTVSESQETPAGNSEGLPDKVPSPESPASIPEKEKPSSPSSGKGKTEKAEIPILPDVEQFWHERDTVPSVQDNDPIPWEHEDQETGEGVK
TEAD-YAP block – TEAD-YAP interaction inhibition; HEK-TIYL cells, TEAD-Gal4/YAP UAS-luciferase luminescence; AID 1259422; 1.4% of 640,000 active; inhibition, % at 9.12 µM; in the data active = inhibition above about 32%;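 note: 0% = median of test compound wells and 100% = reference inhibitor wells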
* hit, by the source's call.

| Structure | FBW7 activator | MITF primary | GPR151 ag | TEAD-YAP block |
| --- | --- | --- | --- | --- |
| CN(CC(=O)NCc1ccc(F)cc1)S(=O)(=O)c1ccc2ccccc2c1 | -0.1 | 6 | -0.3 | -6 |
| COCCOC(=O)C1=C(C)NC2=C(C(=O)CC(C)(C)C2)C1c1ccc(OC)c(OC)c1 (stereo not given) | 0.0 | -3 | 1.4 | 17 |
| CCCCCCNC(=O)c1[nH]ncc1[N+](=O)[O-] | 0.1 | 14 | 0.6 | 2 |
| Cc1cccc(OCC(=O)N/N=C/c2ccc[nH]2)c1 | 0.0 | 7 | -0.5 | -15 |
| CCCCCC(=O)N/N=C/c1ccccc1Cl | -0.1 | -7 | 0.6 | -1 |
| Cn1c(SCC(=O)Nc2ccc(Cl)cc2)nc2c(c1=O)SCC2 | -0.2 | 5 | 0.3 | -4 |
| CCCC(C)c1c(O)nc(Nc2nc(C)c3ccc(C)cc3n2)[nH]c1=O (stereo not given) | 0.1 | -1 | 0.9 | 2 |
| O=C(Nc1cccc(O)c1)c1ccc(Cl)c([N+](=O)[O-])c1 | 0.7 | 20 | 1.9 | -5 |
| O=C(Cc1ccccc1)NCC(=O)OCC(=O)c1ccc([N+](=O)[O-])cc1 | -0.2 | 2 | -1.3 | 0 |
| C/C=C(\C)CN1CCC(n2nccc2NC(=O)CCOc2ccccc2)CC1 | -0.1 | 7 | 0.1 | -4 |
| COC(=O)C1=C(C)N=C2SCC(=O)N2C1c1ccccc1 (stereo not given) | 0.9 | 19 | 3.4 | -4 |
| CC(C)OCCCNc1c(-c2ccc3c(c2)OCC(=O)N3)c(=O)c1=O | 0.1 | 13 | -0.9 | 13 |
| COc1ccc(CNc2oc(-c3ccccc3)nc2P(=O)(OC)OC)cc1 | 0.0 | -9 | -0.5 | -9 |
| O=C1C2ON(c3ccccc3)C(c3cccs3)C2C(=O)N1c1ccc([N+](=O)[O-])cc1 (stereo not given) | -0.2 | -7 | 0.2 | 7 |
| Cc1ccccc1C(=O)Nc1sc2c(c1C(=O)NCc1ccco1)CCC(C(C)(C)C)C2 (stereo not given) | -0.1 | -12 | -1.2 | -1 |
| CCCCOC(=O)c1ccc(CC(=O)c2ccc(O)cc2O)o1 | 0.1 | 19 | 1.3 | 5 |
| COc1ccc(CNC(=O)C2CSC3(CCN(C)CC3)N2C(C)=O)cc1 (stereo not given) | 0.0 | 10 | 2.2 | 5 |
| NC(=O)c1ccc(-c2nc(C(=O)Nc3ccc(N4CCOCC4)cc3)cs2)cc1 | 0.1 | 18 | 2.8 | -8 |
| Nc1c(C(=O)Nc2ccc(F)cc2)nnn1-c1ccc(OC(F)(F)F)cc1 | 0.0 | 3 | -0.2 | -44 |
| N#C/C(=C\c1ccc(Cl)c(Cl)c1)C(=O)NCc1cccnc1 | -0.1 | 1 | -0.3 | 0 |

Compounds shown so far that have a halogen, in the order listed:
| Structure | FBW7 activator | MITF primary | GPR151 ag | TEAD-YAP block |
| --- | --- | --- | --- | --- |
| CN(CC(=O)NCc1ccc(F)cc1)S(=O)(=O)c1ccc2ccccc2c1 | -0.1 | 6 | -0.3 | -6 |
| CCCCCC(=O)N/N=C/c1ccccc1Cl | -0.1 | -7 | 0.6 | -1 |
| Cn1c(SCC(=O)Nc2ccc(Cl)cc2)nc2c(c1=O)SCC2 | -0.2 | 5 | 0.3 | -4 |
| O=C(Nc1cccc(O)c1)c1ccc(Cl)c([N+](=O)[O-])c1 | 0.7 | 20 | 1.9 | -5 |
| Nc1c(C(=O)Nc2ccc(F)cc2)nnn1-c1ccc(OC(F)(F)F)cc1 | 0.0 | 3 | -0.2 | -44 |
| N#C/C(=C\c1ccc(Cl)c(Cl)c1)C(=O)NCc1cccnc1 | -0.1 | 1 | -0.3 | 0 |

The list goes on:
| Structure | FBW7 activator | MITF primary | GPR151 ag | TEAD-YAP block |
| --- | --- | --- | --- | --- |
| Cc1ccc(CC(=O)NCCC2=CCCCC2)cc1 | 0.0 | 9 | 1.5 | -24 |
| C=C1N(c2ccccc2)C(=O)OC1(C)C | 0.8 | 10 | 1.7 | -16 |
| CC(C)n1cnc2c(NCCCN3CCCC3=O)nc(-c3ccccc3)nc21 | 0.1 | 13 | -0.7 | 16 |
| CC(=O)Nc1ccc(N(C)S(C)(=O)=O)c([N+](=O)[O-])c1 | -0.1 | -3 | 2.4 | -2 |
| COc1ccc(CNc2ncnc3c2c(-c2ccccc2)cn3-c2cccc(C)c2)cc1 | -0.1 | 3 | 1.2 | -1 |
| COc1cccc(NC(=O)c2cc(S(=O)(=O)N3CCCC3)ccc2F)c1 | 0.0 | -14 | 0.3 | -3 |
| CC1(C)CC(=O)c2c(oc3c(Br)cc(NS(=O)(=O)c4cccc([N+](=O)[O-])c4)cc23)C1 | -0.1 | 0 | 1.3 | 14 |
| Cc1ccc(C(=O)Nc2ccccc2C(=O)N2CCCC2)cc1[N+](=O)[O-] | 0.0 | 15 | -0.1 | -6 |
| CCc1ccc(N=c2oc3c(C)ncc(CO)c3cc2C(N)=O)cc1 | 0.3 | 9 | -1.6 | 2 |
| COc1ccc(S(=O)(=O)n2nc(-c3ccccc3OC)cc2N)cc1OC | 1.2 | 12 | -0.9 | -13 |
| O=C(NC1CC1)c1cccc(NC(=O)N2CCN(c3ncnc4[nH]ccc34)CC2)c1 | 0.3 | 6 | -0.1 | -7 |
| Cc1cc(C)cc(NC(=O)Cn2c(=O)n(Cc3ccco3)c(=O)c3cccnc32)c1 | 0.1 | -1 | -1.0 | 8 |
| CC(=O)c1ccc(OCC(=O)NCc2cccs2)cc1 | 0.1 | -4 | 0.7 | -7 |
| COc1ccc(-n2nc3cc(C)c(NC(=O)Cc4ccccc4)cc3n2)cc1 | -0.2 | -1 | -0.4 | 3 |
| O=C(Nc1cc(Cl)ccc1Cl)c1cc(S(=O)(=O)N2CCN(c3ccccc3)CC2)ccc1F | -0.2 | -2 | -0.2 | -13 |
| Cc1nc(SCN2C(=O)c3ccccc3C2=O)n[nH]1 | -0.1 | 1 | -1.4 | 1 |
| CCC(C)NC(=O)c1cc(Sc2nnc(C)s2)nc2ccccc12 (stereo not given) | 0.0 | 12 | 0.4 | 5 |
| CC(=O)OC1CC(C)(C)N(OC(=O)c2ccccc2)C(C)(C)C1 | 0.0 | 18 | 3.0 | -5 |
| COCCn1cc(C(=O)N2CCC(C)CC2)c2c3ccccc3n(C)c2c1=O | -0.1 | 7 | 0.0 | 4 |
| O=C(CSc1ccc2nnc(-c3cccs3)n2n1)NC1CCCC1 | 1.3 | 4 | 0.1 | -7 |
| O=C(Nc1nc(-c2nc3ccccc3s2)cs1)c1ccc(S(=O)(=O)N2CCCCC2)cc1 | -0.1 | -18 | 0.2 | -1 |
| N#Cc1c(C(F)(F)F)cc(-c2ccncc2)nc1SCCN1CCOCC1 | 1.7 | 6 | 0.1 | -4 |
| O=C(CNC(=O)c1ccco1)OCc1ccc(C(=O)Oc2ccccc2)cc1 | -0.1 | 4 | -1.8 | 3 |
| COc1cc2cc(CN(CCN(C)C)C(=O)Nc3ccc(F)cc3)c(=O)[nH]c2cc1OC | -0.1 | 2 | 1.8 | -7 |
| O=C(c1ccccc1-c1nc(-c2ccc(Cl)cc2)no1)N1CCOCC1 | -0.2 | -6 | 0.2 | -14 |
| CCC(C)NC(=O)c1cc(=O)[nH]c2ccc(Br)cc12 (stereo not given) | 0.2 | 3 | 8.8* | 8 |
| O=C(Nc1ccc(NC(=O)c2ccccc2F)cc1Cl)c1ccco1 | 0.1 | 2 | -2.4 | -70 |
| c1ccc(CN(Cc2ccco2)C(c2ccncc2)c2nnnn2C2CCCC2)cc1 (stereo not given) | 0.1 | -1 | 0.1 | -70 |
| O=C1C2=C(Nc3ccccc3SC2c2cc(Cl)ccc2Cl)c2ccccc21 (stereo not given) | 0.0 | -1 | -0.5 | -6 |
| O=C1C(=O)N(Cc2cccnc2)C(c2cccnc2)/C1=C(/O)c1ccccc1 (stereo not given) | -0.1 | 5 | -0.1 | -2 |
| COc1ccc2c(Cn3ncc(Cl)c(Cl)c3=O)cc(=O)oc2c1 | -0.2 | 1 | -2.5 | -13 |
| O=C1CCCC2=C1C(c1ccc(Cl)c(Cl)c1)c1c([nH]c(=O)[nH]c1=O)N2 (stereo not given) | -0.2 | -9 | -1.1 | 9 |
| Cc1ccc(NC(=O)CSc2nc3ccccc3n2CC(=O)N2CCCC2)cc1 | 0.0 | 9 | 1.3 | 10 |
| CCOC(=O)c1c(-c2ccc(-c3ccccc3)cc2)csc1NC(=O)c1cccc(C)c1 | 0.2 | -3 | -0.2 | 5 |
| COc1ccc2cc(C)c3nn(CC(=O)NC(C)C)c(=O)n3c2c1 | 0.0 | -4 | 0.0 | 12 |
| Cc1cc(C)nc(NS(=O)(=O)c2ccc(NC(=O)Nc3ccccc3C#N)cc2)n1 | 0.1 | -1 | -0.5 | 8 |
| Nc1cccc(-c2nc(NCc3cccnc3)c3ncn(C4CCCCC4)c3n2)c1 | 0.0 | -8 | -0.3 | 17 |
| CCOC(=O)c1ccc(NC(=O)COC(=O)c2ccco2)cc1 | 0.4 | 7 | -0.2 | -4 |
| CCCNC(=O)c1cc2n(n1)C(C(F)(F)F)CC(c1ccc(Br)cc1)N2 (stereo not given) | 0.1 | 4 | -0.6 | -2 |
| O=[N+]([O-])c1ccc(CN2CCCCCCC2)cc1 | -0.1 | 0 | 0.7 | -9 |

(cont.)
Field names – A = FBW7 activator; B = MITF primary; C = GPR151 ag; D = TEAD-YAP block
Structure: CCOC(=O)c1cn[nH]c1S(=O)(=O)N1CCN(Cc2ccccc2)CC1
  A: -0.8; B: -3; C: 1.6; D: 4
Structure: COc1cccc(NC(=O)c2sc3nc(C)nc(N4CCN(c5ccccn5)CC4)c3c2C)c1
  A: 0.7; B: -19; C: 1.5; D: -6
Structure: CCOc1ccc(C)cc1S(=O)(=O)Nc1cccnc1
  A: -0.1; B: 12; C: 0.1; D: 20
Structure: CC(=NCCO)c1c(C(F)(F)F)[nH]n(-c2nc3ccccc3s2)c1=O
  A: -0.1; B: 3; C: -7.3; D: 9
Structure: O=c1oc2ccccc2c2n[nH]nc12
  A: -0.2; B: -11; C: -1.7; D: 0
Structure: COc1ccc(-c2csc(NC(=O)c3csc(C)c3)n2)cc1
  A: -0.7; B: -5; C: 1.4; D: -4
Structure: Cc1cccnc1CN1CCN(c2nc3nonc3nc2N2CCCCCC2)CC1
  A: 0.1; B: 11; C: -1.3; D: 6
Structure: Cc1c(C(=O)NC2CCCC(C)C2C)sc2ncnc(N3CCOCC3)c12 (stereo not given)
  A: -0.1; B: 2; C: -0.7; D: 4
Structure: CC(C)c1ccc(C2/C(=C(/O)c3ccc(Cl)cc3)C(=O)C(=O)N2Cc2cccnc2)cc1 (stereo not given)
  A: 0.1; B: 12; C: 0.2; D: 8
Structure: COc1ccc2c(c1)-c1c(ssc1=S)C(C)(C)N2C(=O)CSc1nncn1C
  A: 0.0; B: 9; C: -1.3; D: 3
Structure: COC(=O)COc1ccc(/C=N/NC(=O)C(OC)c2ccccc2)cc1 (stereo not given)
  A: 0.2; B: 9; C: 1.1; D: 5
Structure: CCCN(CCC)S(=O)(=O)c1ccc(NC(=O)C(=O)OCC)cc1
  A: -0.2; B: -5; C: 0.4; D: -1
Structure: Cc1ccc(NC(=O)CN2C(=O)NC(C)(c3ccccc3)C2=O)c(C)c1 (stereo not given)
  A: 0.0; B: 5; C: 0.3; D: 11
Structure: C=CCn1c(C)c(C(C)=O)c(N2CCCC2)nc1=S
  A: 0.1; B: 8; C: -0.8; D: 1
Structure: CCOC(=O)C1=C(c2ccccc2)N=c2s/c(=C/c3cc(OC)c(O)cc3Br)c(=O)n2C1c1c(OC)ccc2ccccc12 (stereo not given)
  A: -0.2; B: -1; C: -1.9; D: -9
Structure: O=c1[nH]c2ccc(Br)cc2c(=O)n1C1CCCCC1
  A: 0.1; B: 8; C: -1.3; D: 2
Structure: NC(=O)C1CCN(S(=O)(=O)c2cc(Cl)ccc2Cl)CC1
  A: 0.1; B: 6; C: 1.9; D: 0
Structure: COc1cccc(C(=O)N2CCc3nc(-c4ccccn4)nc(N4CCCCC4)c3C2)c1
  A: -0.5; B: 6; C: 1.9; D: 6
Structure: N#C/C(=C(/O)COC(=O)Cc1cccc2ccccc12)c1nc2ccccc2[nH]1
  A: -0.4; B: 3; C: -0.7; D: 6
Structure: Cc1ccc(-n2nc3c(c2NC(=O)c2ccc([N+](=O)[O-])cc2)CSC3)c(C)c1
  A: -0.1; B: -9; C: 2.9; D: 2

Some entries already given with just GPR151 ag:
SMILES,GPR151 ag
COC(=O)C1=C(C)N=C2SCC(=O)N2C1c1ccccc1 (stereo not given),3.4
CC(C)n1cnc2c(NCCCN3CCCC3=O)nc(-c3ccccc3)nc21,-0.7
Nc1cccc(-c2nc(NCc3cccnc3)c3ncn(C4CCCCC4)c3n2)c1,-0.3
CC(C)OCCCNc1c(-c2ccc3c(c2)OCC(=O)N3)c(=O)c1=O,-0.9
Cc1cccnc1CN1CCN(c2nc3nonc3nc2N2CCCCCC2)CC1,-1.3
